High-throughput results (PubChem BioAssay)
Abeta rescue: A-beta toxicity reversal in yeast. yeast expressing A-beta42, growth rescue, OD600, 48 h; response scale: 0% DMSO, 100% iron-clioquinol control. actives 0.063% (n = 410,000). Potency, µM (doses to about 46.1 µM), without a hit: at the top dose growth rescue, hits mostly activators; also: potency is read from the fitted curve at half-maximal effect; nearly all actives have a fitted effect of over 55% in size
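Yeast growth medium received pinned compounds, then yeast cells expressing toxic A-beta were added; plates incubated at 30 C for 48 hr. Growth read as absorbance at 600 nm, normalized to DMSO and equimolar FeCl3 plus clioquinol controls.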
IL2 activator: activates IL-2 in a cell-based reporter assay | IL-2 activation reporter assay, cell-based qHTS; stimulated with anti-CD3/CD4/CD28 beads; in transgenic mouse T cells | activation, % (series mostly up to about 46 µM) | actives 0.065% (n = 360,000) | AID 652025; in the data active = activation above about 50%; inconclusive = mostly about 30% to 49%; also: 0% is about no effect
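First, unstimulated transgenic mouse T cells were exposed to compound for 60 min. Next, anti-CD3/anti-CD4-coated beads with anti-CD28 were added. Finally, after 18 h at 37 degrees C, EGFP and DsRed were imaged.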
EPAC1 antag: EPAC1 (human) antagonism; EPAC1 GEF assay, Rap1b-BODIPY-GDP exchange fluorescence; Potency, µM (top dose mostly 115 µM), for inactives: at the top dose activity change, negative = inhibition, actives largely listed as inhibitors; actives 0.14% (n = 360,000); O95398; AID 720709;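 also: potency is read from the fitted curve at half-maximal effect; plate controls were vehicle for no effect and positive control for full effect; nearly all actives have a fitted effect of over 50% in size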
WRN inhibitor: blocks human WRN helicase; WRN helicase unwinding, fluorescent forked duplex, kinetic; AID 651768; actives 0.46% (n = 360,000); Potency, µM (titrated, usually from 114 µM), for inactives: at the highest dose activity change, negative = inhibition, most hits filed as inhibitors; Q14191; also: potency is read from the fitted curve at half-maximal effect; % is scaled to controls: 0 for no effect and ±100 for the full control effect; nearly all actives have a fitted effect of over 55% in size
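Screening of the MLSMR collection measured strand separation of a quenched forked DNA duplex (100 nM) by 20 nM WRN with 2 mM ATP, all final. Compounds were preincubated with enzyme 15 min at room temperature.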
PI5P4Ka inh: PI5P4K alpha (human) kinase inhibition; AID 652105; actives 1.2% (n = 330,000); PI5P4Kalpha enzyme, ADP-Glo luminescence, 60 min; stronger effect = lower value; max response, %; active = max response of -50% or lower; inconclusive = between -30% and -50%; inactive = -30% or higher; also: value at the top dose of about 77 µM; % is scaled to controls: 0 for no effect and ±100 for the full control effect
Target sequence (P48426 whole entry, looked up): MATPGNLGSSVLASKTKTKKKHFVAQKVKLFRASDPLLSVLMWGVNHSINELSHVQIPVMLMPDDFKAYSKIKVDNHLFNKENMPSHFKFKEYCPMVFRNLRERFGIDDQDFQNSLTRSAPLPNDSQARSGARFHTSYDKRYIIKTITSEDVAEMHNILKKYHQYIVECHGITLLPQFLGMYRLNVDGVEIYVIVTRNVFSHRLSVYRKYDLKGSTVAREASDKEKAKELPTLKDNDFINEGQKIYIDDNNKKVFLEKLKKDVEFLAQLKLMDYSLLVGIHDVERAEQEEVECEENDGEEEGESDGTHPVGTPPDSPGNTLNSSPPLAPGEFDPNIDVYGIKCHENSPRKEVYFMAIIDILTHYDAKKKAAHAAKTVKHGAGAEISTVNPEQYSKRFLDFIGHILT
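qHTS, 1536-well: enzyme/substrate mix, compound by pin tool, 5 microM ATP final; RT 60 min; ADP-Glo reagents 1 (45 min) then 2 (30 min); luminescence.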
EPAC1 ag: agonists of human EPAC1; O95398; EPAC1 agonist qHTS, biochemical assay; response scale: 100% = response to 6.5 mM cAMP; Potency, µM (highest dose often 154 µM), for the others: at the top dose activation, actives largely listed as activators; actives 0.073% (n = 360,000); also: potency is read from the fitted curve at half-maximal effect; nearly all actives have a fitted effect of over 60% in size
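Nucleotide exchange assay: 100 nM EPAC1 with 250 nM Rap1B loaded with BODIPY-GDP and 50 uM GDP, room temperature. Fluorescence (480/540 nm) read every 5 min for 30 min; signal change normalized to 6.5 mM cAMP as full agonist.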
PLK1 PBD inh: inhibitors of human PLK1 polo-box domain binding. Plk1 PBD binding of FITC phosphopeptide, fluorescence polarization. Potency, µM, without a hit: max response, negative = inhibition, most hits filed as inhibitors. AID 720504. actives 2.8% (n = 360,000). P53350; also: potency is read from the fitted curve at half-maximal effect; series mostly up to about 57 µM; % is scaled to controls: 0 for no effect and ±100 for the full control effect; nearly all actives have a fitted effect of over 65% in size
Target sequence (P53350 whole entry, looked up, the tested form may be a part): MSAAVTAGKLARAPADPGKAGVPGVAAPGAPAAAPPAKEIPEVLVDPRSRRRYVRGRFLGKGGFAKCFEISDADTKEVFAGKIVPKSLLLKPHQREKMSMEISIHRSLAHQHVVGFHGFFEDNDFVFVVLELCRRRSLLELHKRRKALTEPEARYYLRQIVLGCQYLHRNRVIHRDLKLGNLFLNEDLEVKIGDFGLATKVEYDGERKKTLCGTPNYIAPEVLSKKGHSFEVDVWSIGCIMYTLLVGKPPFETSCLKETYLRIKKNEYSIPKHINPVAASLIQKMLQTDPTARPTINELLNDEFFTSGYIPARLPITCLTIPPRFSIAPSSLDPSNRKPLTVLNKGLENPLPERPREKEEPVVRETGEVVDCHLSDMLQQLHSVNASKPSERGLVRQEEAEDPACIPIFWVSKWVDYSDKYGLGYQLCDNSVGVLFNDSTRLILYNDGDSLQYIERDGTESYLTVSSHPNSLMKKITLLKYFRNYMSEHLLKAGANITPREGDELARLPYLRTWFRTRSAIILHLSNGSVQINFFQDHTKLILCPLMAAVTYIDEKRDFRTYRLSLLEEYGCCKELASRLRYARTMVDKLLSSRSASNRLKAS
FUS yeast rescue: suppressors of FUS proteinopathy in yeast; AID 1347120; S. cerevisiae FUS-expressing, growth rescue, OD600, 24 h; actives 0.24% (n = 390,000); Potency, µM (titrated, usually from 76.6 µM), for inactives: at the highest dose growth rescue (activation), hits mostly activators;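 also: potency is read from the fitted curve at half-maximal effect; plate controls were DMSO vehicle for no effect and reference control for full effect; nearly all actives have a fitted effect of over 55% in size; some results filed as inactive show a strong effect at the top dose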
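Steps: raffinose overnight preculture; dilution to OD 0.005 in 2% galactose minimal medium; compound addition (concentration series); 24hr at 30C, 99% humidity; absorbance read at 600 nm.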
* marks the source's active call; other numbers are inactive results; ? = inconclusive; . = not tested or not shown; [ ] = dose if it differs, or a comment. Unless noted, calls follow the shape of the dose curve; as a rule, active = well fitted curve in the direction sought with a large enough effect; inconclusive = small, poorly fitted or top-dose-only effect, or another doubt; inactive = no such curve, though single readings can be large; an effect the other way counts as inactive or inconclusive.

mol	Abeta rescue	IL2 activator	EPAC1 antag	WRN inhibitor	PI5P4Ka inh	EPAC1 ag	PLK1 PBD inh	FUS yeast rescue
CC(=O)c1cccc(S(=O)(=O)N(CCCO)Cc2cc3ccc(C)cc3[nH]c2=O)c1	0%	-0.7	-1%	-13%	.	-1%	-8%	24%
O=S(=O)(Cc1ccccc1)Nc1ccc(Br)cn1	-9%	0.4	-17%	-7%	0	-11%	-10%	19%
Cc1ccc(S(=O)(=O)Oc2ccccc2/C=C2\SC(=O)NC2=O)cc1	5%	2.1	-17%	-12%	4	-3%	-17%	-3%
C(=N\NCc1ccccc1)/c1ccc2ncccc2c1	?	1.9	-5%	1%	1	-11%	-7%	6%
CC1CCCN(C2=C(NS(=O)(=O)c3ccc(Cl)cc3)C(=O)c3ccccc3C2=O)C1 (stereo unspecified)	-26%	2.9	-7%	-10%	1	-2%	?	-3%
COc1ccc(C)cc1NC(=O)c1ccc(NS(=O)(=O)c2cccs2)cc1	-2%	0.4	-1%	-21%	?	6%	-17%	21%
CSCCC(NS(=O)(=O)c1ccccc1F)C(=O)N1CCCCCCC1 (stereo unspecified)	11%	-0.8	0%	0%	-3	-24%	5%	21%
CN(C)CCN(Cc1ccccc1)c1ccnc(N(C)C)c1C#N	3%	0.3	-12%	-35%	-9	9%	-12%	-6%
CC(C)(C)NC(=O)NC(=O)CN1C(=O)NC(c2ccccc2)(c2ccccc2)C1=O	3%	0.7	-27%	-14%	-2	3%	0%	?
Cc1noc(C)c1CCC(=O)N1CCCC(CCC(=O)NCc2ccccc2F)C1 (stereo unspecified)	-1%	-1.8	-8%	-1%	-1	6%	-9%	-5%

(cont.)
mol	Abeta rescue	IL2 activator	EPAC1 antag	WRN inhibitor	PI5P4Ka inh	EPAC1 ag	PLK1 PBD inh	FUS yeast rescue
CCCCNC(=O)CSc1nnc(Cc2ccc(Cl)c(Cl)c2)c(=O)[nH]1	5%	0.0	-8%	-7%	-27	0%	?	2%
Cc1cc(C)cc(N(C(C)C(=O)Nc2c(C)n(C)n(-c3ccccc3)c2=O)S(C)(=O)=O)c1 (stereo unspecified)	15%	1.2	0%	0%	-5	6%	-1%	-8%
Cc1cccc(C)c1NC(=O)CNC(=O)COC(=O)c1ccc(Cl)s1	-3%	1.3	-6%	13%	3	-17%	-1%	-6%
CCNC(=O)C1CCCN(C(=O)c2cc(F)ccc2C)CC1 (stereo unspecified)	-13%	1.0	-13%	0%	-7	-5%	-2%	-23%
CC(=Nc1ccccc1)C1=C(O)C(Cc2ccccc2)NC1=O (stereo unspecified)	-4%	0.0	0%	-4%	-5	4%	-6%	.
COc1ccc(N2CCN(C(=O)c3ccc(S(=O)(=O)N4CCOCC4)cc3)CC2)cc1	-3%	-0.1	-3%	11%	.	16%	-8%	12%
Cn1c(SCC(=O)NCc2ccco2)nnc1-c1cccs1	0%	-0.6	-10%	-2%	0	18%	-8%	0%
CC(C)OC(=O)Cn1cc(C#N)c2ccccc21	-1%	2.8	-29%	-3%	-8	5%	-19%	7%
Cc1nn(C(C)C(=O)NCCCN2CCCC2)c(=O)c2nn(-c3ccccc3)c(C)c12 (stereo unspecified)	-2%	-0.6	29%	-1%	6	-14%	-3%	19%
COC(=O)c1ccc(NC(=O)CN2C(=O)CC(C)S(=O)(=O)c3ccccc32)cc1 (stereo unspecified)	14%	1.9	23%	-4%	2	12%	-3%	-3%

Next records.
mol	Abeta rescue	IL2 activator	EPAC1 antag	WRN inhibitor	PI5P4Ka inh	EPAC1 ag	PLK1 PBD inh	FUS yeast rescue
O=C(O)CCN(CCC(=O)O)c1nnc(SCc2ccccc2)s1	0%	0.6	-17%	-7%	0	2%	-6%	33%
COc1ccc(/C(C)=N/NC(=O)CCC(=O)Nc2ccc(Cl)cc2Cl)c(OC)c1	1%	0.2	-5%	9%	0	-13%	-1%	.
Cc1ccccc1OCc1nc2ccccc2c(=O)n1N	-5%	0.0	14%	-4%	-4	12%	-7%	4%
Cc1noc(NS(=O)(=O)c2ccc(NC(=O)CSc3nc4ccccc4s3)cc2)c1C	6%	-0.6	7%	-20%	.	0%	17µM*	17%
CCCCC(CC)C(=O)NCCc1ccc(S(N)(=O)=O)cc1 (stereo unspecified)	-7%	-1.7	12%	1%	.	2%	-10%	10%
COc1ccc(C2c3[nH]c4ccccc4c3C[C@H]3C(=O)N(C)CC(=O)N23)cc1OC (stereo partly specified)	-8%	-1.0	0%	-4%	0	-7%	-7%	1%
CN(C)CCCN1C(=O)c2cccc3c([N+](=O)[O-])ccc(c23)C1=O	-19%	0.6	9%	-19%	-5	8%	?	.
Cc1ccc(NC(=O)c2nc[nH]c2C(=O)N(C)CCO)cc1	14%	-2.8	-7%	3%	-3	-3%	-10%	-6%
O=C(COC(=O)CCc1c[nH]c2ccccc12)Nc1cccc(Cl)c1	4%	-1.5	-4%	-4%	17	-2%	-4%	-2%
CCOC(=O)c1sc(NC(=O)CSc2nnnn2-c2ccccc2)c(C(=O)OCC)c1C	-8%	0.9	4%	-6%	2	2%	-3%	11%

By substructure, the entries above containing fluorine (three)
mol	Abeta rescue	IL2 activator	EPAC1 antag	WRN inhibitor	PI5P4Ka inh	EPAC1 ag	PLK1 PBD inh	FUS yeast rescue
CSCCC(NS(=O)(=O)c1ccccc1F)C(=O)N1CCCCCCC1 (stereo unspecified)	11%	-0.8	0%	0%	-3	-24%	5%	21%
Cc1noc(C)c1CCC(=O)N1CCCC(CCC(=O)NCc2ccccc2F)C1 (stereo unspecified)	-1%	-1.8	-8%	-1%	-1	6%	-9%	-5%
CCNC(=O)C1CCCN(C(=O)c2cc(F)ccc2C)CC1 (stereo unspecified)	-13%	1.0	-13%	0%	-7	-5%	-2%	-23%

The results go on:
mol	Abeta rescue	IL2 activator	EPAC1 antag	WRN inhibitor	PI5P4Ka inh	EPAC1 ag	PLK1 PBD inh	FUS yeast rescue
O=C(NCC1CC1(Cl)Cl)Nc1ccc(Cl)c(Cl)c1 (stereo unspecified)	-38%[inhibitor]	0.3	2%	-9%	16	1%	-4%	0%
CCCN1CCN(C(=O)CCc2nnc3ccc(N4CCN(c5cccc(OC)c5)CC4)nn23)CC1	-12%	1.6	?	6%	-5	-3%	-3%	6%
Cc1nc2cccc(C(=O)NC3CCCCC3)c2o1	2%	3.1	-11%	1%	-13	-10%	-6%	22%
COc1ccc(CNc2ccccn2)c(O)c1	-8%	-0.4	-6%	4%	-4	1%	-4%	4%
O=C(NNC(=O)c1cccnc1SCc1cccc([N+](=O)[O-])c1)c1cccnc1	6%	-2.9	2%	0%	0	-6%	-2%	3%
COc1ccc(C2CC(c3ccc(F)cc3)=NN2c2ccccc2)cc1OC (stereo unspecified)	1%	0.9	-19%	-30%	11	12%	6%	10%
Cc1cccc(C)c1NC(=O)CSc1nnc(CCCCCNC(=O)OC(C)(C)C)o1	4%	-2.2	-3%	-18%	-2	1%	-18%	39%
NS(=O)(=O)c1ccc(NNC(=O)c2ccc(Br)o2)c([N+](=O)[O-])c1	-27%	-4.2	-15%	-32%	4	-10%	-4%	.
Cc1cc(C)cc(C(=O)NCc2ccc3c(c2)OCO3)c1	10%	-0.1	-9%	12%	3	13%	3%	-23%
Cc1ccc(NC(=O)CCc2nnc3ccc(N4CCC5(CC4)OCCO5)nn23)nc1	0%	-0.3	-5%	1%	-14	-11%	4%	-9%

New compounds follow.
mol	Abeta rescue	IL2 activator	EPAC1 antag	WRN inhibitor	PI5P4Ka inh	EPAC1 ag	PLK1 PBD inh	FUS yeast rescue
Cc1ccc(NC(=O)CSC(C)c2nc3ccccc3c(=O)[nH]2)cc1 (stereo unspecified)	0%	2.0	3%	-28%	-7	-12%	-21%	13%
COc1ccc(CCn2c(=N)c(S(=O)(=O)c3ccc(Cl)cc3)cc3c(=O)n4ccccc4nc32)cc1	3%	80*	-5%	11%	1	3%	-13%	-18%
NS(=O)(=O)c1cccc(C(=O)OCC(=O)NC2CCCc3ccccc32)c1 (stereo unspecified)	5%	4.0	-5%	-4%	-11	-6%	5%	-9%
COc1ccc(NC(=O)C2=C(C)Nc3nc(CCCO)nn3C2c2ccc(OC)c(OC)c2)cc1 (stereo unspecified)	-6%	-6.1	3%	0%	-1	-1%	-7%	2%
Cc1nn(C)c(Cl)c1/C=N/OC(=O)c1ccc(F)cc1	8%	1.3	0%	0%	3	1%	0%	-13%
c1ccc(Oc2c3ccccc3nc3ccccc23)cc1	-3%	-0.9	-9%	-27%	0	-1%	-6%	-19%
O=C(Nc1ccc(S(=O)(=O)NCCc2ccccc2)cc1)c1ccco1	0%	-3.4	2%	3%	.	7%	-10%	21%
CC1(C)CC(C#N)(N2CCOCC2)CCO1 (stereo unspecified)	8%	-3.0	-6%	10%	.	-2%	-1%	10%
CC(C)[C@H](NC(=O)N1CCn2c1nc1ccccc12)C(=O)NC1CCCCC1	0%	-3.7	-6%	-14%	4	-7%	-27%	36%
CCCc1cc(C(=O)NNC(=S)Nc2cccc(C)c2)cs1	11%	0.0	-12%	16%	-8	10%	-16%	.

Remaining list, next part
mol	Abeta rescue	IL2 activator	EPAC1 antag	WRN inhibitor	PI5P4Ka inh	EPAC1 ag	PLK1 PBD inh	FUS yeast rescue
COc1ccc(NC(C)=O)cc1S(=O)(=O)NC(Cc1ccccc1)C(=O)NCc1ccccc1C (stereo unspecified)	8%	-0.3	-10%	6%	10	4%	-2%	24%
C=CCN(C(=O)CCC(=O)O)C1CC(=O)N(c2ccc(OC)cc2)C1=O (stereo unspecified)	14%	-0.4	6%	2%	-4	6%	-3%	-7%
CCOC(=O)c1nc2ccccc2c(=O)[nH]1	-5%	-1.7	8%	-8%	8	3%	2%	6%
COc1cc(C(=O)NCc2ccccc2)ccc1OC(F)F	-8%	0.7	9%	-1%	5	1%	-12%	.
COc1ccccc1NS(=O)(=O)c1cc(NC(=O)c2ccncc2)ccc1N1CCCC1	5%	-0.7	-15%	?	?	18%	17µM*	26%
CCCOC(=O)c1cc(-c2ccc(C=O)o2)ccc1Cl	-9%	1.2	6%	-22%	-12	4%	-6%	24%
Cc1c(C(=O)NNC(=O)c2csc(N3CCOCC3)n2)cccc1[N+](=O)[O-]	-1%	1.0	10%	-2%	2	10%	-3%	-3%
O=S1(=O)N=C(N(CCO)/N=C/c2ccccc2)c2ccccc21	-19%	5.8	0%	-12%[57.1 µM]	-7	-2%	-24%	1%
Cc1cccc(/C=N/NC(=O)CC(=O)NCCc2ccccc2)c1	15%	0.2	-8%	-6%	-2	3%	-5%	6%
CCN1CCN(C(=O)Cn2nc(C)c3sc4ccccc4c3c2=O)CC1	0%	0.2	-30%	5%	1	-3%	-22%	-10%
